Screening results as filed in PubChem BioAssay.
Nrf2 ARE act = activates Nrf2 signaling. Potency, µM (highest dose often 46.1 µM), for inactives: top-dose activation, actives largely listed as activators. AREc32 ARE-luciferase reporter (MCF7-derived line), luminescence, 24 h. 410,000 compounds, 0.31% hits; further: potency means the concentration at half of the fitted maximal effect; % of control where 0% means no effect; nearly all actives have a fitted effect of over 65% in size
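Each well held 1000 AREc32 cells, which were incubated with compound for 24 hr at 37 deg C after overnight attachment, and ARE reporter activity was quantified by firefly luciferase luminescence.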
Mm-Cpn inhibitor = M. maripaludis TRiC chaperonin inhibition; purified Mm-Cpn ATPase, ADP Transcreener TR-FRET; Potency, µM (top dose mostly 76.9 µM), inactives show top-dose activity, negative = inhibition, usual class: inhibitors; 330,000 compounds, 0.031% hits; AID 504842; further: potency means the concentration at half of the fitted maximal effect; on the % scale 0 is the no-effect control and ±100 the full control effect; nearly all actives have a fitted effect of over 80% in size
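Compound-treated chaperonin, 25 nM final, turns over 10 uM ATP at 37°C for 30 min following a 10 min preincubation; ADP generated competes with ADP-d2 for Eu-cryptate antibody, lowering FRET.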
CCT modulator = changes cytosolic chaperonin activity; 360,000 compounds, 0.3% hits; activity change, % (no concentration beside the values), hits read low; purified chaperonin ATPase assay, HTRF ADP detection, 30 min; in the data active means activity change below about -30%; further: on the % scale 0 is the no-effect control and ±100 the full control effect
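We incubate TRiC, 40 or 20 nM final, with library compounds at 76 uM and 10 uM ATP for 30 min at 37 °C. ADP formed is detected with Transcreener HTRF reagents after 30 min at room temperature.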
pAkt inh = Akt phosphorylation inhibition; Neuro2A IGF-stimulated pAkt S473 HTRF, 20 min; hits give low values; activity change, % for hits at 50 µM; 360,000 compounds, 0.32% hits; in the data active means activity change below about -80%; inconclusive means mostly about -51% to -80%; further: on the % scale 0 is the no-effect control and ±100 the full control effect
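Neuro2A cells in DMEM with 0.5% FBS, overnight at 37 deg C, given compound at single 50 µM final, then IGF (6 nM final) for 20 min at 37 deg C. Lysed; phospho-Akt Ser473 by HTRF after 24 h, 665/615 ratio.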
TGFb inhibitor = inhibitors of TGF-b signaling; HepG2 CAGA-GFP TGF-b/SMAD3 reporter, GFP fluorescence, 18 h; TGF-beta stimulated, 500 pg/mL final; Potency, µM (doses to about 46.1 µM), for the others: at the highest dose activity, negative = inhibition, usual class: inhibitors; 410,000 compounds, 1.2% hits; AID 588855; further: potency means the concentration at half of the fitted maximal effect; on the % scale 0 is the no-effect control and ±100 the full control effect; nearly all actives have a fitted effect of over 65% in size
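Inhibition of TGF-beta-driven CAGA-GFP reporter expression in HEPG2 cells is measured by cellular GFP fluorescence after 18 h stimulation with 500 pg/mL recombinant TGF-beta in 1% FBS medium at 37 degrees C.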
HepG2 viability = counter-screen for TGF-b inhibitors: cytotoxicity in HepG2 cells. HepG2 CAGA-GFP viability, ATP luminescence, 18 h. Potency, µM (series often up to 46.1 µM), for inactives: top-dose activity change, negative = cytotoxicity, usual class: cytotoxic. 410,000 compounds, 0.76% hits. AID 588856; further: potency means the concentration at half of the fitted maximal effect; some results filed as inactive show a strong effect at the top dose
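HepG2 CAGA-GFP cells (1000/well, DMEM with 1% FBS) received compound, then TGF-beta at 500 pg/mL final, and were incubated 18 hours at 37 degrees C. Viability was read by CellTiter-Glo luminescence. Media-only wells were set as complete cell-killing and DMSO as no toxicity.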
Abeta rescue = A-beta toxicity reversal in yeast | yeast expressing A-beta42, growth rescue, OD600, 48 h; response scale: 0% DMSO, 100% iron-clioquinol control | Potency, µM (doses to about 46.1 µM), without a hit: at the top dose growth rescue, usual class: activators | 410,000 compounds, 0.063% hits; further: potency means the concentration at half of the fitted maximal effect; nearly all actives have a fitted effect of over 55% in size
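Yeast A-beta toxicity model in growth medium with pinned compounds, 48 h at 30 C; growth read as absorbance at 600 nm. Normalized to FeCl3/clioquinol equimolar mix (positive) and DMSO (negative).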
A549 viability = counter-screen for Nrf2 inhibitors: cytotoxicity in A549 cells | A549 ARE-Fluc cells, CellTiter-Fluor viability, 18-24 h | Potency, µM (titrated, usually from 46 µM), without a hit: top-dose activity change, negative = cytotoxicity, most hits filed as inhibitors | 390,000 compounds, 0.16% hits; further: potency means the concentration at half of the fitted maximal effect; on the % scale 0 is the no-effect control and ±100 the full control effect
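A549 ARE-Fluc cells in 5% FBS OPTI-MEM, 5000 cells/well, rested 2 h then exposed to compounds in concentration-response for 18-24 h at 37 °C. Viability by CellTiter-Fluor fluorescence (Ex 405/Em 525) after 30 min; luciferase luminescence (BugLite, 15 min, RT) read afterwards.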
Nrf2 inh = inhibitors of Nrf2 signaling; 360,000 compounds, 2.1% hits; AID 504444; A549 ARE-Fluc reporter, luciferase luminescence, 18-24 h; Potency, µM (titrated, usually from 46 µM), for the others: at the top dose activity change, negative = inhibition, hits mostly inhibitors; further: potency means the concentration at half of the fitted maximal effect; on the % scale 0 is the no-effect control and ±100 the full control effect; nearly all actives have a fitted effect of over 60% in size
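Reporter: ARE-Fluc in A549. Exposure: 18-24 h, 37 °C, 5% CO2, 5% FBS OPTI-MEM. Readouts: fluorescent cytotoxicity (CellTiter-Fluor), then luminescent Nrf2 signal after BugLite.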
* = called active by the depositor; i = inactive; ? = inconclusive; · = no result given; [ ] = remark or other dose. Unless noted, the call rests on the fitted dose curve; in most records, active means well fitted curve in the direction sought with a large enough effect; inconclusive means small, poorly fitted or top-dose-only effect, or another doubt; inactive means no such curve, though single readings can be large; an effect the other way counts as inactive or inconclusive.

Results follow in this order: CCT modulator, Nrf2 ARE act, Mm-Cpn inhibitor, Nrf2 inh, HepG2 viability, TGFb inhibitor, A549 viability, pAkt inh, Abeta rescue
> CCNC(=S)N1CCC(NC(=O)C2CCCCC2)CC1
→ 2.2, -0.7%, -1%, 5%, -13%, -11%, -2%, i, -5%
> O=C(OCC(=O)N1CCN(S(=O)(=O)c2ccccc2)CC1)c1ccc([N+](=O)[O-])o1
→ -1.5, 6.7%, -2%, 4%, -39%, -13%, -1%, i, -6%
> Cc1cc(C)c(-c2cc(NC(=O)CSc3nncn3C)n(-c3ccccc3)n2)cc1C
→ -2.7, 4.5%, -1%, -19%, -21%, -2%, 1%, i, 0%
> c1cc(-c2ccsc2)n2cnnc2c1
→ 0.7, -1.0%[9.22 µM], ·, ·, -2%, 0%, ·, i, -1%
> O=C(CSCc1ccccc1Cl)Nc1ccc(C(=O)O)cc1
→ -0.8, -0.7%, -1%, ?, 0%, 19%, 1%, i, 24%
> O=C1[C@@H]2CSC(c3ccc(F)cc3)N2C(=O)N1c1ccc(Cl)cc1 (stereo partly specified)
→ ·, -0.4%, ·, -16%, -16%, ?, -2%, ·, -7%
> Cc1onc(-c2c(Cl)cccc2Cl)c1C(=O)NC(C)(C)CO
→ -2.8, -0.4%, 1%, -1%, -14%, -15%, -2%, i, -4%
> COCCN1CC(=O)N2C(c3cccc(OC)c3)c3[nH]c4ccccc4c3C[C@H]2C1=O (stereo partly specified)
→ -3.9, 0.3%, 1%, -15%, 7%, 2%, 7%, i, 11%
> Cc1ccc2oc(-c3ccc(Cl)c(NC(=O)c4cc5ccccc5o4)c3)nc2c1
→ ·, 9.8%, ·, 23%, -1%, 15%, -3%, ·, 3%
> CC(C)NC(=O)c1cc2c(C(F)(F)F)nn(C)c2s1
→ -3.8, 1.9%, ?, ·, -4%, 0%, 16%, i, 16%
> Cc1ccc(CNC(=O)CCn2cc(-c3ccc(F)cc3)nc2-c2ccncc2)cc1
→ -0.4, 7.8%, -3%, -11%, -16%, ?, 0%, i, -9%
> O=S(=O)(NCC(c1ccco1)N1CCc2ccccc2C1)c1ccc(Br)cc1 (stereo unspecified)
→ 1.3, 3.2%, -1%, ?, -17%, ?, ?, i, 29%
> CN(C)CCCNCCCNC(=O)/C(=N\O)c1ccccn1
→ 0.4, 0.3%, -2%, 10%, 3%, -11%, ·, i, 0%
> O=C(Nc1cccc([N+](=O)[O-])c1)Nc1cccs1
→ -2.2, 7.1µM*, 2%, 1%, -40%, ?, 2%, i, 6%
> O=C(NCc1ccc(F)cc1)C1CCN(c2ncnc3c2nc2n3CCCCC2)CC1
→ ·, 0.1%, ·, ?, 0%, ?, 8%, ·, -9%
> Cc1ccc(/C=N/NC(=O)Cc2ccc(Cl)cc2)s1
→ -2.7, 0.2%, -1%, 5%, -7%, 0%, 5%, i, -1%
> O=C(c1ccc([N+](=O)[O-])cc1)N(Cc1ccco1)c1ccccn1
→ ·, 5.2%, ·, 1%, 6%, 11%, 6%, ·, -37%[inhibitor]
> Cn1c(N2CCN(c3ccccn3)CC2)nc2c1c(=O)n(Cc1ccccc1Cl)c(=O)n2C
→ 3.0, -0.7%, ·, -4%, -10%, ?, -1%, i, -24%
> CCn1cc(C2=NC(CCSC)CO2)c2ccccc21 (stereo unspecified)
→ 1.0, -0.4%, 1%, 10%, 4%, -1%, -8%, i, -4%
> O=C(Nc1ccc(C(F)(F)F)cc1)c1ccccc1
→ -1.2, 11%, -2%, ?, -24%, ?, -1%, i, -8%

Shown tab-delimited: 2 of the compounds above
Compound	CCT modulator	Nrf2 ARE act	Mm-Cpn inhibitor	Nrf2 inh	HepG2 viability	TGFb inhibitor	A549 viability	pAkt inh	Abeta rescue
CC(C)NC(=O)c1cc2c(C(F)(F)F)nn(C)c2s1	-3.8	1.9%	?	·	-4%	0%	16%	i	16%
O=C(Nc1cccc([N+](=O)[O-])c1)Nc1cccs1	-2.2	7.1µM*	2%	1%	-40%	?	2%	i	6%

The results go on:
Results follow in this order: CCT modulator, Nrf2 ARE act, Mm-Cpn inhibitor, Nrf2 inh, HepG2 viability, TGFb inhibitor, A549 viability, pAkt inh, Abeta rescue
> CCCn1c(N)c(N(CCOC)C(=O)CSc2c(Cl)cccc2Cl)c(=O)[nH]c1=O
→ 2.1, -0.1%, -3%, -29%, -6%, 2%, 8%, i, -3%
> CC(C)c1nn2c(=O)cc(COC(=O)C3CCCCC3)nc2s1
→ ·, 1.5%, ·, 21%, 10%, -25%, -6%, ·, -18%
> Cc1ccc(CNC(=O)CSc2nnc3c(n2)[nH]c2ccccc23)cc1
→ -1.4, -0.1%, 1%, -10%, 1%, -18%, -9%, i, -3%
> CCCCn1c(=O)c2oc3ccccc3c2n(Cc2cccc(C)c2)c1=O
→ ·, -1.1%, ·, 17%, 8%, -4%, 2%, ·, -1%
> CC(C)Oc1cc(F)ccc1-c1cc(C(=O)Nc2cccc(C(F)(F)F)c2)[nH]n1
→ 2.0, -0.3%, ·, ·, -38%, ?, ·, i, ?
> CCCNC(=O)c1cc(C2CCCN(C(=O)c3ccc4ccccc4c3)C2)on1 (stereo unspecified)
→ -2.1, 2.8%, ·, ·, -8%, 16%, ·, i, -33%
> O=[N+]([O-])c1cc([N+](=O)[O-])c2cc3ccccc3nc2c1
→ 2.2, ?, -1%, 5%, -2%, ?, -18%, i, -95%[inhibitor]
> Cc1sc2nc(CN3CCN(c4ccc(O)cc4)CC3)[nH]c(=O)c2c1C
→ -1.2, -0.1%, 1%, ?, -33%, ?, 2%, i, 23%
> Cc1ccc(-n2ncc3c(N4CCN(c5ccccc5)CC4)ncnc32)cc1C
→ ·, 0.2%, ·, ·, 3%, 2%, -2%, ·, 1%
> COc1ccccc1N(CCC#N)C(=O)COC(=O)CCC(=O)c1ccc(F)cc1
→ 3.1, 0.1%, 2%, -9%, -14%, -6%, 19%, i, -18%
> CCCC(=O)Nc1ccc(Cl)c(NC(=O)c2ccc([N+](=O)[O-])cc2Cl)c1
→ 2.1, 2.3%, 0%, -1%, -27%, -29%, 4%, i, 21%
> Cc1ccc(C)n1CCN1CCN(CC(=O)Nc2ccc(S(N)(=O)=O)cc2)CC1
→ -1.9, 10%, -1%, 2%, -22%, -6%, -5%, i, -6%
> CCCC(=O)Nc1ccc(Cl)c(NC(=O)c2cccnc2)c1
→ 1.1, -0.1%, 0%, -19%, -3%, 9%, 4%, i, 16%
> Cc1cc2ccc(C)c(C)c2nc1SCC(=O)c1cccs1
→ -0.9, 18%, -21%, -4%, -5%, 29%, -2%, i, 7%
> CCOC(=O)c1cnc(SCC(=O)OCC(=O)NC2CCS(=O)(=O)C2)nc1N (stereo unspecified)
→ -0.6, 1.9%, -2%, 22%, -14%, 9%, -1%, i, 11%
> O=C(CCN1C(=O)/C(=C\c2cccc(Br)c2)SC1=S)N1CCOCC1
→ -0.2, 18%, -2%, 14%, 1%, -30%, -2%, i, 0%
> Cc1ccccc1OCCCN1CCOCC1
→ -2.4, -0.6%, 0%, ?, -14%, -2%, 9%, i, -14%
> CSc1nnc2c3ccccc3n(Cc3ccccc3)c2n1
→ 0.1, -0.8%, 0%, ·, -25%, -1%, -2%, i, -3%
> CC(=O)N[C@@H](Cc1c[nH]c2ccccc12)C(=O)OCC(=O)Nc1cc(C)on1
→ 0.6, 0.3%, ·, 18%, -17%, -9%, 1%, i, 2%
> Cn1c(=O)c2[nH]c(C3CC4CCC3C4)nc2n(C)c1=O (stereo unspecified)
→ -6.1, 2.4%, ·, -29%, -7%, -19%, -6%, i, 0%

Quoted from the listing.
CSc1nnc2c3ccccc3n(Cc3ccccc3)c2n1 in Abeta rescue has -3%
CC(C)Oc1cc(F)ccc1-c1cc(C(=O)Nc2cccc(C(F)(F)F)c2)[nH]n1 in HepG2 viability has -38%
CCCNC(=O)c1cc(C2CCCN(C(=O)c3ccc4ccccc4c3)C2)on1 (stereo unspecified) in Nrf2 ARE act has 2.8%
CCCC(=O)Nc1ccc(Cl)c(NC(=O)c2cccnc2)c1 in HepG2 viability has -3%
CCCCn1c(=O)c2oc3ccccc3c2n(Cc2cccc(C)c2)c1=O in TGFb inhibitor has -4%

(more compounds)
Results follow in this order: CCT modulator, Nrf2 ARE act, Mm-Cpn inhibitor, Nrf2 inh, HepG2 viability, TGFb inhibitor, A549 viability, pAkt inh, Abeta rescue
> Cc1ccc(-c2noc(CN(C)C(=O)c3ccc(Br)o3)n2)cc1
→ -0.6, 0.3%, -1%, 8%, -27%, 3%, -6%, i, -17%
> Cc1[nH]nc(-c2ccc(O)cc2O)c1-c1ccc(Cl)cc1
→ -0.7, 2.6%, -4%, -6%, -45%, ?, ·, i, 6%
> Cc1cc(C)c(S(=O)(=O)NC2CC(C)(C)NC(C)(C)C2)cc1C
→ -1.1, 0.4%, 1%, -13%, -16%, 1%, 0%, i, 3%
> COc1ccc(-c2nc(CN3CCN(Cc4cccc(F)c4)CC3)c(C)o2)cc1
→ 2.2, 0.2%, -3%, -7%, -12%, -2%, 0%, i, -1%
> CCc1cc2c(=O)c(-c3nc4ccccc4n3C)c(COCC(=O)O)oc2cc1O
→ -3.6, 2.4%, -1%, -21%, 1%, -2%, -6%, i, -8%
> CCCCOC(=O)c1ccc(N/C(=N\S(=O)(=O)c2ccccc2)c2ccccc2)cc1
→ 0.2, -0.3%, 1%, 17%, -2%, ?, 2%, i, ?
> COc1ccc(C2=NS(=O)(=O)N(C)C(C(=O)NCc3ccc(F)cc3)=C2)cc1OC
→ -0.9, 2.6%, 1%, -18%, -9%, -13%, -15%, i, -15%
